Bioassay records as filed in PubChem.
MEKK3 PB1 HTS: MEKK3-MEK5 PB1 interaction, increase or decrease; bead-based flow cytometry, Alexa488-MEK5 binding to MEKK3; actives lie on both sides; 0 = blocked by unlabeled MEK5, 100 = vehicle; 290,000 compounds, 1.4% hits; binding response (% of control), % at 10 µM; Q99759;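 active = binding response more than 3 SD above or below the average of its plate-row segment, actives on both sides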;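 note: Alexa488 bead fluorescence after subtracting the streptavidin-only scavenger bead signal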
V1R ag counter: counter-screen for oxytocin receptor agonists: human V1a receptor agonists | 320,000 compounds, 0.25% hits | P37288 | activation, % at 3 µM | CHO-V1R cells, Fluo-8 calcium fluorescence, agonist mode; 0% DMSO, 100% 3 nM vasopressin;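 active = activation above the mean activation of all tested compounds plus 3 SD, per screening run, cut at about 20% in these data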;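 note: signal is peak over basal fluorescence ratio across a 100 second FLIPR read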
MEKK2 mut-MEK5: signal of MEK5 binding to mutant human MEKK2 PB1 domain | bead flow cytometry, Alexa488-MEK5 binding to MEKK2 mutant | percent response, % at 10 µM | 290,000 compounds, 0.35% hits; in the data active = percent response above about 24%, passing the limit was not always enough; note: inactives centre near 1; some results filed as inactive read as strong as hits; reference of the scale not given here
MEKK2 WT-MEK5: raises or lowers MEK5 binding to wildtype human MEKK2 PB1 domain; bead flow cytometry, Alexa488-MEK5 binding to MEKK2 WT; actives lie on both sides; binding response (% of control), % at 10 µM; 290,000 compounds, 1.1% hits; AID 1531; in the data active = binding response below about 67% or above about 130%
GPR7 antagonist: antagonists of human GPR7 (neuropeptides B/W receptor 1); P48145; GPR7-expressing cells, fluorescence antagonist assay; inhibition, % at 4.4 µM; 290,000 compounds, 1.1% hits; in the data active = inhibition above about 16%, passing the limit was not always enough;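 note: cells stimulated with the agonist NPW; 0% = agonist with vehicle and 100% = vehicle without agonist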
Target sequence (P48145 whole entry, looked up): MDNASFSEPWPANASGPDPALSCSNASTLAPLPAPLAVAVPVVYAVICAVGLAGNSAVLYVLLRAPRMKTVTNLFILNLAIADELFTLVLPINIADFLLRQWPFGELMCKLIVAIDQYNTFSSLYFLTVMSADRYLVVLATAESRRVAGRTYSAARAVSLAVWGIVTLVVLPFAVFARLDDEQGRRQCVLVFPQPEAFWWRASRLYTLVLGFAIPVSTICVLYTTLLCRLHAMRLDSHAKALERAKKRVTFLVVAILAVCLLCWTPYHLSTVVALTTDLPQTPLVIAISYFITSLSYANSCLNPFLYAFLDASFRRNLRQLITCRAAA
OXTR agonist: human OXTR agonism; activation, % at 3 µM; P30559; CHO-OTR cells, Fluo-8 calcium fluorescence; normalized: DMSO 0%, oxytocin 100%; AID 2435; 320,000 compounds, 0.32% hits;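 active = activation above the mean of all tested compounds plus 3 SD, cutoff set per screening run, cut at about 20% in these data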;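 note: peak over basal fluorescence ratio from a 100 s FLIPR kinetic read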
Target sequence (P30559 whole entry, looked up): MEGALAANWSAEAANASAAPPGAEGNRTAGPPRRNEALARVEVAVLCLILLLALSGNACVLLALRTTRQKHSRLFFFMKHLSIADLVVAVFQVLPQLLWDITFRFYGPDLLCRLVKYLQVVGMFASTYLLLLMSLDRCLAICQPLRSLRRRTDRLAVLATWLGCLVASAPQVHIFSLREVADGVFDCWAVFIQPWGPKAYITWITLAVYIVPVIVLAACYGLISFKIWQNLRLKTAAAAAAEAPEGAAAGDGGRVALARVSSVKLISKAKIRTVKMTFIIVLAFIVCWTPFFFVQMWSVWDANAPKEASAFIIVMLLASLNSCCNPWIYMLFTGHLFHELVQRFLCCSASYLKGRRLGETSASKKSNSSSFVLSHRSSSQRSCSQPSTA
PHOSPHO1 inh: PHOSPHO1 (human) inhibition. inhibition, % at 13.3 µM. 290,000 compounds, 1.1% hits. recombinant PHOSPHO1, absorbance phosphatase assay; in the data active = inhibition above about 60%
Target sequence (Q8TCT1 whole entry, looked up): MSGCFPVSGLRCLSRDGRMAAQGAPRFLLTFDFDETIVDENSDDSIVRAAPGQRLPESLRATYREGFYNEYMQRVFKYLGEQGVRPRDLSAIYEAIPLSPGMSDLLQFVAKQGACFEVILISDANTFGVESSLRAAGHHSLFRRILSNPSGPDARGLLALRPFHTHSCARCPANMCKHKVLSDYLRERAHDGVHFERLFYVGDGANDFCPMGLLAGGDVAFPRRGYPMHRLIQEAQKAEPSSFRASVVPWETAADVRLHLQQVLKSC
GalR3 antagonist: antagonists of human GalR3. O60755. HEK293 GalR3-CNG cAMP membrane potential fluorescence; galR3 body fused to GalR1 C-terminus. inhibition, % at 3 µM. 360,000 compounds, 0.44% hits. AID 651719;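 active = inhibition above the screen-wide average plus 3 SD, cut at about 13% in these data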;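 note: forskolin and galanin both at EC90 stimulate the cells; cAMP rise reported by CNG channel membrane potential dye signal; 0% = forskolin plus galanin with DMSO and 100% = forskolin alone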
NALP1 inh: blocks the NALP1 inflammasome reconstituted in yeast; S. cerevisiae NALP1/ASC/caspase-1 growth, X-gal OD620, 72 h; inhibition, % at 10 µM; 280,000 compounds, 0.61% hits; AID 2071; in the data active = inhibition mostly above about 24%, no sharp cut-off; inactive = mostly below about 32%; note: some compounds called inactive have numbers as strong as hits
The depositor's hits bear a star; / = not tested or not shown; & = joins results of further samples; ! = not active in a repeat.

SMILES	MEKK3 PB1 HTS	V1R ag counter	MEKK2 mut-MEK5	MEKK2 WT-MEK5	GPR7 antagonist	OXTR agonist	PHOSPHO1 inh	GalR3 antagonist	NALP1 inh
Cc1csc(NC(=S)NC(=O)c2ccccc2)n1	104	0.0	2	104	-1	3.4	16	0	13
COc1ccc(-c2nn(C)c3sc(C(=O)NCCN(C)C)cc23)cc1OC	102	0.1	6	109	-10	0.5	37	-12	19
COc1ccccc1/C=N/NC(=O)CNC(=O)c1ccc(S(=O)(=O)N2CCCC2)cc1	103	1.8	-2	101	-10	1.1	7	-5	-1
O=S(=O)(Nc1nc2ccccc2nc1OCC(F)(F)F)c1cccs1	105	-0.1	16	103	-8	0.6	28	-2	-2
COc1ccc(/C=N/Nc2ccccc2C(=O)O)cc1	103	0.6	5	105	-1	0.7	27	-10	11
COc1ccc(C(=O)Nc2ccccc2)cc1NC(=O)c1cccs1	105	/	-2	103	-10	/	51	-4	-1
COCCNC(=O)c1onc(CSc2cc(C)cc(C)c2)c1C(=O)O	108	-0.5	4	107	-19	0.0	46	3	-12
CC1=NN(c2ccccc2)C(=O)/C1=C/c1cccc(C)c1	109	2.0	15	111	-7	0.8	20	-3	12
Cc1csc(N/N=C\c2cccnc2)n1	103	0.5	2	102	-21	-0.8	-17	0	20
O=c1[nH]c(-c2ccccn2)nc2sc(-c3ccccc3)cc12	/	/	/	/	3	/	-5	-3	-29
CCCCn1c(SCC(N)=O)nc2sc3c(c2c1=O)CCC3	103	-2.0	6	104	-19	-2.9	18	-12	2
Cc1cccc(C(=O)Nc2ccc(C(=O)N/N=C/c3ccc4c(c3)OCO4)cc2)c1	104	3.6	-2	101	-8	-0.4	-1	-9	14

Next section.
SMILES	MEKK3 PB1 HTS	V1R ag counter	MEKK2 mut-MEK5	MEKK2 WT-MEK5	GPR7 antagonist	OXTR agonist	PHOSPHO1 inh	GalR3 antagonist	NALP1 inh
CCOC(=O)C1=C(C)NC2=C(C(=O)CCC2)C1c1ccc(N(C)C)cc1 (configuration not stated)	100	0.4	2	101	-12	-0.1	11	2	0
COc1ccc(N2CCN(C(=O)NC3CC(=O)N(c4ccc(OC)cc4)C3)CC2)cc1 (configuration not stated)	91	0.6	-1	96	-1	-0.6	19	-5	-6
CCCNC(=O)c1cc(S(=O)(=O)N2CCc3ccccc32)cn1C	99	9.2	1	102	-8	6.4	18	/	18
O=C(CN1CCN(Cc2ccccc2)CC1)N1CCCc2ccccc21	105	-0.1	7	111	4	-0.8	18	-1	10
COC(=O)Nc1nc(C)c(C(=O)c2ccccc2)s1	90	-0.9	-3	92	12	-1.8	10	0	55
COCCNC(=O)C(c1ccc(F)cc1)N(Cc1ccco1)C(=O)CCC(=O)Nc1ccccn1 (configuration not stated)	107	1.3	4	111	-15	1.7	26	-9	19
COc1ccc(S(=O)(=O)n2[nH]c(=O)c(CCO)c2C)cc1	93	0.2	1	95	15	-0.8	5	-5	29*
O=C(Nc1ccccc1Cl)NC1(C(=O)N2CCCC2)CCCCC1	94	-0.3	2	97	-9	-0.3	1	1	7
CCOC(=O)c1ccc(N/C(=N\S(=O)(=O)c2ccc(F)cc2F)c2ccccc2)cc1	103	-0.3	7	115	-13	-1.9	14	0	20
O=C(CN1CCC(C(=O)O)CC1)Nc1ccccc1Oc1ccccc1	90	0.6	-17	89	4	-0.3	25	-2	26
COCCNc1c(-c2cc3ccc(C)c(C)c3[nH]c2=O)nc2ccccn12	95	0.8	-10	88	-8	-0.7	45	-2	5
Cc1ccc(S(=O)(=O)N(C)c2ccc(C(=O)Nc3cccnc3)cc2)cc1	96	2.2	5	99	1	0.8	19	0	8

Carrying on:
SMILES	MEKK3 PB1 HTS	V1R ag counter	MEKK2 mut-MEK5	MEKK2 WT-MEK5	GPR7 antagonist	OXTR agonist	PHOSPHO1 inh	GalR3 antagonist	NALP1 inh
Clc1ccc(-n2nnnc2Sc2ncnc3sccc23)cc1	102	7.3	3	103	11	7.1	/	7	/
O=C(O)c1ccc(CN2CCOCC2)o1	96	1.6	-9	91	-3	1.2	37	0	-18
N#Cc1ccc(N2C(=O)[C@@H]3C(C(=O)C(c4ccccc4)c4ccccc4)=NN[C@@H]3C2=O)cc1	109	0.3	0	104	-5	-2.8	-7	-4	13
Cc1cccc(NC(=O)c2cccc(C(=O)Nc3cccc(C)c3C)n2)c1C	101	-0.6	1	99	36*	-0.4	15	-4	9
COc1cccc(N2C(=O)C3ON(c4ccccc4)C(c4cccs4)C3C2=O)c1 (configuration not stated)	102	0.1	2	105	-4	-0.6	-4	0	14
CCC(=O)Oc1ccc2c(c1)OC1(OC(C)=O)OC(C)CC1=C2C (configuration not stated)	102	0.8	0	96	-8	0.8	2	-6	8
Clc1ccc(OCCCNCc2ccccc2)c(Br)c1	105	5.8	22	153*	26*	13	7	-1	29
Cc1ccccc1NC(=O)Cn1nc(C)n2cccc2c1=O	92	-0.2	-1	95	-12	0.2	32	-7	2
Cc1ccc(NC(=O)c2cc(C(C)(C)C)nn2Cc2ccccc2)cc1	94	-0.4	-15	93	-20	-3.5	33	-4	16
Cc1nc(-n2nnc3ccccc32)c2c3c(sc2n1)CCCC3	101	-1.5	5	98	0	-1.1	-9	-7	-6
COCCOC(=O)CSc1ncccc1-c1nc2cc(C)c(C)cc2[nH]1	108	1.0	0	113	5	1.9	36	-5	0
Cc1ccc(S(=O)(=O)N2CCN(S(=O)(=O)N3CCC(C)CC3)CC2)c(C)c1	101	2.6	5	97	2	0.1	24	-9	9

Next part.
SMILES	MEKK3 PB1 HTS	V1R ag counter	MEKK2 mut-MEK5	MEKK2 WT-MEK5	GPR7 antagonist	OXTR agonist	PHOSPHO1 inh	GalR3 antagonist	NALP1 inh
O=C(CSc1nnc(-c2cccnc2)n1Cc1ccco1)Nc1nc(-c2ccc(F)cc2)cs1	94	4.9	-7	94	-2	0.4	48	-6	8
Cc1cc(NC(=O)CCN2C(=O)/C(=C\c3ccccc3)SC2=S)no1	89	1.4	-11	92	-13	3.2	8	-8	-4
O=C(c1cc(N2C(=O)C3C4CCC(C4)C3C2=O)ccc1Cl)N1CCCCCC1 (configuration not stated)	94	0.5	-1	102	-5	0.0	36	-4	-9
CC(C)C(c1nnnn1C1CCCCC1)N1CCOCC1 (configuration not stated)	99	0.2	-6	90	-13	-1.2	1	-2	5
COC(=O)c1sccc1NC(=O)C1C2C=CC(O2)C1C(=O)O (configuration not stated)	98	1.0	-4	94	-12	0.0	2	-8	0
CC(NC(=O)c1cccnc1)C(c1cccs1)N1CCN(C)CC1 (configuration not stated)	108	0.6	6	108	-8	1.1	7	/	-4
COc1ccc(OC)c(NC(=O)CNC(=O)Cn2cnc3sc(C)cc3c2=O)c1	97	-0.2	2	98	-19	-0.9	32	2	25
Cn1cc(C(=O)Nc2ccc(Cl)cc2)c(C(F)(F)F)n1	100	0.4	-5	100	-1	1.1	30	-3	10
CC(C)(C)NC(=O)CN(Cc1cccs1)C(=O)CCN1CCc2ccccc21	101	-0.1	2	99	-12	-0.2	33	-1	4
COC(=O)CN(c1ccc(Cl)cc1C)S(C)(=O)=O	74	0.5	-14	68	7	-0.1	8	-3	3
CCc1ccc(NC(=O)C(=O)NCCN2CCN(Cc3ccc([N+](=O)[O-])cc3)CC2)cc1	89	5.4	-2	93	-8	4.2	-10	-5	40
CC1CCC2(CC1)NC(CO)(CO)CO2 (configuration not stated)	105	0.7	2	103	-9	0.2	-17	-2	5

Next compounds
SMILES	MEKK3 PB1 HTS	V1R ag counter	MEKK2 mut-MEK5	MEKK2 WT-MEK5	GPR7 antagonist	OXTR agonist	PHOSPHO1 inh	GalR3 antagonist	NALP1 inh
Clc1ccc2c(c1)CCc1cccnc1C2=C1CCNCC1	103&115	1.0	3&13	144*!	16&12	2.3	4&5	/	8&1
N=c1sccn1CC(=O)Nc1cc(S(=O)(=O)N2CCCCC2)ccc1Cl	88	0.9	-15	94	3	1.2	37	-6	8
CSc1ccc(CNCCN2CCOCC2)cc1	102	9.0	1	102	-11	1.4	42	-2	1
Oc1ccc(O)c(-c2cnns2)c1	132*	0.4	0	105	-9	0.7	7	-1	39
COc1ccc(CN=C2NN=C(c3ccccc3)CS2)cc1	102	-0.1	-2	99	-6	-0.7	19	-4	-10
CC(=O)NC(c1cccc([N+](=O)[O-])c1)c1c(OC(C)=O)ccc2ccccc12 (configuration not stated)	106	-0.1	10	108	10	-0.1	/	-2	/
Cc1ccc(N2CC(C(=O)OCC(=O)C(C)(C)C)CC2=O)cc1C (configuration not stated)	100	4.0	2	103	-4	4.8	-4	-6	-7
O=C1Nc2ccccc2SC1c1ccccc1 (configuration not stated)	105	/	1	102	-10	/	20	-8	-6
COc1ccc(N2CCN(S(=O)(=O)/C=C/c3ccccc3)CC2)cc1	95	-0.7	-6	97	-3	4.9	3	-5	/
COC(=O)CCN(C(=O)c1cccc([N+](=O)[O-])c1)c1ccccn1	101	-0.5	-1	97	-8	0.4	-18	-3	-1
O=S(=O)(c1cccc2nonc12)N1CCCCCC1	106	-0.8	2	103	-22	-1.2	27	-9	0
Cc1ccccc1-c1nc2ccccc2o1	108	0.2	3	107	1	-0.3	-5	0	-19

(further entries)
SMILES	MEKK3 PB1 HTS	V1R ag counter	MEKK2 mut-MEK5	MEKK2 WT-MEK5	GPR7 antagonist	OXTR agonist	PHOSPHO1 inh	GalR3 antagonist	NALP1 inh
Cc1onc(-c2c(F)cccc2Cl)c1C(=O)N1CCCc2ccccc21	92	-1.6	-6	97	-1	-2.0	6	-4	-7
O=C(c1c(F)cccc1F)N1CCN(CCOc2ccccc2)CC1	105	2.6	7	105	-2	1.5	10	-10	-7
O=C(Cn1cnc2c(nnn2Cc2ccc(F)cc2)c1=O)N1CCCc2ccccc21	97	0.0	3	105	-6	1.9	17	-6	10
CCCC(=O)N1CCN(c2ccc(NC(=O)c3ccc(Br)o3)cc2)CC1	107	0.4	6	110	-5	1.0	-14	2	6

Whole records, looked up by structure. Screens in order: MEKK3 PB1 HTS | V1R ag counter | MEKK2 mut-MEK5 | MEKK2 WT-MEK5 | GPR7 antagonist | OXTR agonist | PHOSPHO1 inh | GalR3 antagonist | NALP1 inh
Cc1onc(-c2c(F)cccc2Cl)c1C(=O)N1CCCc2ccccc21 across the screens: 92 | -1.6 | -6 | 97 | -1 | -2.0 | 6 | -4 | -7
O=C(Cn1cnc2c(nnn2Cc2ccc(F)cc2)c1=O)N1CCCc2ccccc21 across the screens: 97 | 0.0 | 3 | 105 | -6 | 1.9 | 17 | -6 | 10
